# Screening results from PubChem BioAssay.
# PG9 Ab binder – binds the HIV-1 gp120 antibody PG9; TR-FRET gp120-PG9 antibody binding; inhibition, % at 6.7 µM; 360,000 compounds, 0.43% hits; in the data active = inhibition above about 8.5%
# ADAM10 inh – ADAM10 inhibition, QFRET primary screen | O14672 | 370,000 compounds, 0.62% hits | recombinant ADAM10, EDANS/DABCYL FRET peptide cleavage, 3 h | inhibition, % at 7 µM;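 active = inhibition above a per-campaign cutoff equal to the mean of compounds falling between control-based bounds plus 3 SD, cut at about 20% in these data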;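 also: 0% = DMSO wells while the 100% control is not disclosed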
# Target sequence (O14672 214-748 limits assumed): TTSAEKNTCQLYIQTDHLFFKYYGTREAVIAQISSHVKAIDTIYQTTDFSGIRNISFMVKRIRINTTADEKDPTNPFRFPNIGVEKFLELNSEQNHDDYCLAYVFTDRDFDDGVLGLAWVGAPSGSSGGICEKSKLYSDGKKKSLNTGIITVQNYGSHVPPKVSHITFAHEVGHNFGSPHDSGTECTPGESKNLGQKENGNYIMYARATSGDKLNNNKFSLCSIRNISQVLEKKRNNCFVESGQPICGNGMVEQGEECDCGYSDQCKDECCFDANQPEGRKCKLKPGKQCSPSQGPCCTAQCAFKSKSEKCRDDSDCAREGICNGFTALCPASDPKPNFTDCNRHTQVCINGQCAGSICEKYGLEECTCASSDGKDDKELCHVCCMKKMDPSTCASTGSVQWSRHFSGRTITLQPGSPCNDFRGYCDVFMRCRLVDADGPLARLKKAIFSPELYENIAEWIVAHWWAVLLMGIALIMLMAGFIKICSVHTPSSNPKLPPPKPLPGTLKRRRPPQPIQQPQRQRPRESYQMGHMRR
# DAX1 inh-1 – DAX1 (NR0B1) inhibition, primary screen | HEK293T StAR-luciferase reporter, SF-1/DAX-1 repression relief | inhibition, % at 6.8 µM | 370,000 compounds, 1.1% hits | AID 652010;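 active = inhibition above the mean over all tested compounds plus 3 SD, cut at about 3.6% in these data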;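 also: 0% = DAX-1 cells with DMSO and 100% = cells lacking DAX-1 with DMSO; higher inhibition means more luminescence from relief of DAX-1 repression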
# hgDAF12 agonist – activates the H. glycines DAF-12 receptor ligand-binding domain. HEK293 GAL4-hgDAF12 UAS-luciferase reporter, agonist luminescence; normalized to butyrate control. activation, % at 6.8 µM. 370,000 compounds, 1.8% hits;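 active = activation above a cutoff set at the mean of all screened compounds plus 3 SD, cut at about 10% in these data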;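 also: 0% = DMSO wells and 100% = sodium butyrate wells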
# DAX1 inh-2 – inhibitors of human orphan nuclear receptor DAX1 (NR0B1); inhibition, % at 6.75 µM; HEK293 Gal4-DAX1 luciferase reporter, luminescence; P51843; 340,000 compounds, 0.99% hits; AID 504766;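 active = inhibition above the mean over all tested compounds plus 3 SD, cut at about 4.2% in these data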;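 also: 0% = DAX1-transfected cells with DMSO and 100% = empty-vector control cells with DMSO; inhibition shows as a rise in luminescence from relieved DAX1 repression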
# Target sequence (P51843 207-470 limits assumed): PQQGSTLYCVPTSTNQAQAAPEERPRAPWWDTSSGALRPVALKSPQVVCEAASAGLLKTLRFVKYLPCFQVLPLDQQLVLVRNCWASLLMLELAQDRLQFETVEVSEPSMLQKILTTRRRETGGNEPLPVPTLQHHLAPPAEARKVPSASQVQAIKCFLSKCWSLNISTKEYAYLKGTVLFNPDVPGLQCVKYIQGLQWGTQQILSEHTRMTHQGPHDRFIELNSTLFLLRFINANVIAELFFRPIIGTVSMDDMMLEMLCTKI
# ssDAF-12 act – activators of S. stercoralis DAF-12 nuclear receptor; activation, % at 6.8 µM; 370,000 compounds, 1% hits; HEK293 ssDAF-12/GRIP1 lit1-tk-luc reporter, luminescence; % of 3 µM dafachronic acid response;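 active = activation above the mean over all tested compounds plus 3 SD, cut at about 0.9% in these data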;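 also: 0% = DMSO-only wells and 100% = 3 µM delta7-dafachronic acid wells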
# ADAM17 inh – inhibitors of human ADAM17; P78536; recombinant ADAM17, EDANS/DABCYL FRET peptide cleavage; inhibition, % at 6.95 µM; 370,000 compounds, 0.83% hits;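 active = inhibition above the mean of compounds lying between control limits plus 3 SD, set per campaign, cut at about 8.5% in these data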;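 also: 0% = DMSO-only wells as the low control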
# SMARCA2 activ – increases SMARCA2 function in MMTV reporter cells; MG213 cells, MMTV-luciferase reporter, dexamethasone, overnight; activation, % at 9.1 µM; 370,000 compounds, 1% hits; AID 652017; in the data active = activation above about 7.8%;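 also: 0% = vehicle wells and 100% = reference activator wells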
# hcDAF-12 act – activates DAF-12 receptor from parasite H. contortus; HEK293 hcDAF-12 lit1-tk-luc reporter, luminescence; 0% DMSO, 100% Δ7-dafachronic acid; activation, % at 6.8 µM; 370,000 compounds, 1.4% hits;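 active = activation above the mean of all tested compounds plus 3 SD, cut at about 5.5% in these data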;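 also: 100% = response to 3 µM Δ7-dafachronic acid high control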
# GC-A act – GC-A (human) enzyme activation. activation, % at 10 µM. P16066. 370,000 compounds, 0.14% hits. AID 1671463. HEK293 GC-A cells, cGMP TR-FRET, EC30 ANP; 0% at EC30 ANP, 100% saturating ANP; in the data active = activation above about 40%
# GAA850 FXN act – increases GAA850 frataxin promoter reporter activity; HEK293 lucGAA850 FXN promoter luciferase reporter, 24 h; percent of 10 µM SAHA response; activation, % at 6 µM; 360,000 compounds, 0.56% hits; AID 540364;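 active = activation above the average of all compounds screened plus 3 SD, cutoff fixed separately per campaign, cut at about 7.5% in these data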;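 also: 0% = DMSO wells and 100% = 10 µM SAHA wells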
# An asterisk follows results filed as active; i = inactive; . = no result given.
SMILES,PG9 Ab binder,ADAM10 inh,DAX1 inh-1,hgDAF12 agonist,DAX1 inh-2,ssDAF-12 act,ADAM17 inh,SMARCA2 activ,hcDAF-12 act,GC-A act,GAA850 FXN act
COc1ccccc1NC(=O)COC(=O)C1CCCC1,0.3,-4,1.2,-2.0,-0.4,-1.2,1,1,1.8,-2,2.0
Cc1ccc(-c2cc(C(=O)NC3CCCC3)no2)cc1,-1.3,0,2.7,13*,0.7,-0.1,0,4,2.5,3,4.2
CCCC(c1nnnn1CC1CCCO1)N1CCN(c2ccccc2)CC1 (stereo not given),-2.5,-5,-0.3,3.5,0.6,-1.3,-4,-3,-2.2,2,-0.1
O=C(CCC(=O)N(CC(=O)NC1CCCC1)C1CCCC1)Nc1ccccn1,3.2,9,0.3,0.3,0.1,-0.7,0,1,-0.1,0,1.1
CN=C(Nc1cc(C)nn1-c1ccccc1)c1ccccc1F,-2.6,11,-0.1,-0.5,-0.2,-1.7,-2,5,-0.4,-1,4.0
Cc1ccc(N2C(=O)c3ccccc3C2=O)cc1Cl,-1.7,14,0.5,3.2,-0.9,-1.4,1,0,-0.4,5,3.1
Cc1noc(C)c1CSCC(=O)NC1=NCCS1,0.7,-8,1.1,1.8,0.2,-0.2,-3,0,-0.3,2,1.3
O=C(COC(=O)COc1cccc(Br)c1)Nc1c(Cl)cccc1Cl,-2.6,6,0.7,-1.2,-1.4,-0.2,0,5,0.1,9,-0.3
COc1ccc(Cn2nnc3c(=O)[nH]c(C4CCN(S(=O)(=O)c5ccc(C)cc5)CC4)nc32)cc1,-1.6,13,-0.8,3.6,0.0,-0.4,5,-1,4.5,-1,-3.4
CC(=O)NNC(=S)NC(=O)c1ccccc1,1.4,-13,-0.6,1.6,1.6,-1.1,-4,-4,-0.6,1,-0.7
Cc1ncc([N+](=O)[O-])n1CCOC(=O)Nc1ccc(Cl)c(Cl)c1,-0.8,-1,-0.5,-4.1,0.3,-1.0,-9,-3,-1.6,-6,-0.9
CN(CC(=O)Nc1cccc(F)c1)CC(=O)N(C)c1c(N)n(Cc2ccccc2)c(=O)[nH]c1=O,-2.7,5,1.1,1.0,-0.1,-1.2,0,-3,0.0,-1,1.9
O=c1c2c3c(sc2nc(N2CCNCC2)n1CCc1ccccc1)CCCCC3,-0.1,-17,0.2,1.2,0.3,-0.3,-2,-3,-1.6,-7,0.9
Cc1ccc(S(=O)(=O)NNC(=O)Nc2ccc(C)c(C)c2)c(C)c1,0.0,-4,-0.8,2.9,0.6,-0.7,-1,-1,-0.2,0,0.3
O=C(c1c(F)cccc1F)N1CCC(O)(c2cccnc2)CC1,0.9,-4,-0.4,-1.8,-1.2,-1.1,-3,-3,1.2,-1,0.5
COc1cc(CNc2ccccc2SC)ccc1O,-1.5,-18,0.0,1.6,0.4,-0.3,-5,0,2.8,2,0.2
COc1cc(/C=N/NC(=O)COc2c(C)cc([N+](=O)[O-])cc2C)ccc1OC(=O)c1ccccc1,-2.2,13,0.0,1.5,-1.0,-0.9,5,-2,-0.4,-5,3.3
Nc1nc(-c2cccnc2)nn1C(=O)c1ccccc1Cl,0.0,-5,-0.2,-1.4,0.3,-1.3,-5,-2,-0.2,.,1.0
Cc1cc(C(F)(F)F)nc(SCCN2CCCCC2)c1C#N,-2.1,-2,0.2,0.2,-1.2,-1.3,-2,1,0.1,-3,-0.1
CC(=O)c1cccc(S(=O)(=O)N2CCC(C(=O)O)(c3ccccc3)CC2)c1,-0.2,-4,-0.3,1.6,2.7,-1.3,0,1,-1.2,7,-1.1
O=C(Nc1ccc(F)cc1F)c1cc(-c2ccco2)on1,0.1,-4,0.3,1.0,1.8,-1.7,-5,3,-0.4,6,1.4
COCC(C)n1c(SCC(=O)NNC(=O)c2ccccc2)nc2ccccc2c1=O (stereo not given),1.2,-8,-0.5,-1.4,-0.5,-1.3,-3,-3,1.3,0,2.1
CC(NC(=O)c1cnc2n(c1=O)CCS2)c1ccccc1 (stereo not given),0.7,0,0.1,-1.5,-1.6,-1.0,-1,2,-1.2,-2,-0.8
Cc1cc(N2CCCCC2)ccc1[N+](=O)[O-],-1.2,-5,0.3,3.2,-0.6,-1.4,-6,-3,1.4,2,1.4
CCC(C)Sc1ccc([C@H]2N[C@@](Cc3ccccc3)(C(=O)OC)[C@H]3C(=O)N(CC)C(=O)[C@@H]23)cc1OC (stereo not given in full),0.8,7,0.0,0.5,-0.2,-1.0,3,0,-0.2,-1,-0.3
O=C(CSc1ccsc1[N+](=O)[O-])Nc1cccc(F)c1,0.3,3,-1.5,-0.9,-0.1,-0.6,0,-2,3.6,0,1.1
Cc1ccc(C(=O)COC(=O)CNC(=O)c2ccc(N3C(=O)c4ccccc4C3=O)cc2)cc1C,0.3,-1,0.2,0.3,0.8,-1.3,-1,-3,1.2,8,1.4
Cc1sc(NC(=O)c2sc3nc4c(C)cccc4cc3c2N)c(C#N)c1C,-1.8,-26,-3.1,-8.0,-0.3,-2.3,-8,-9,-4.1,1,-3.3
C[C@H]1COC(=O)[C@@H](CC(=O)OC(C)(C)C)C/C=C\C[C@@H](CC(=O)N[C@H](CO)Cc2ccccc2)C(=O)N1,-1.7,1,-0.1,1.2,4.2,-0.9,-3,0,-1.5,3,0.7
COc1ccc(CCNC(=O)CSc2nnc3ccccn23)cc1,0.5,-6,0.1,5.6,-0.9,-1.5,-4,4,-2.0,-2,0.3
CS(=O)(=O)c1ccc(Cl)c(NC(=O)CN2CCCC2c2ccc3c(c2)OCCCO3)c1 (stereo not given),0.7,1,-2.5,11*,0.4,-1.0,-1,-3,-1.2,2,2.0
O=C(NCCN1CCOCC1)Nc1cccc(Cl)c1,-1.3,2,-1.0,-2.5,1.4,-1.4,-3,4,0.7,2,0.4
CCC(Sc1nncn1C)C(=O)Nc1nnc(-c2ccccc2Cl)s1 (stereo not given),-0.3,-12,2.8,3.5,-0.3,-0.7,-6,0,0.4,5,4.4
CCOc1ccc(NC(=O)CN(C)C(=O)c2cccc(S(=O)(=O)N3CCN(C)CC3)c2)cc1OCC,-1.6,-2,-1.8,1.7,0.2,-1.1,0,2,-0.3,-3,1.6
C=CCOc1c(OC)cc(Cl)cc1C1NC(=O)NC(C)=C1C(C)=O (stereo not given),-0.4,-2,-0.1,1.2,-0.2,-1.4,-5,-2,-2.0,-5,-0.1
COc1ccc(C2N(c3ccccc3)C(=O)C2(F)F)cc1OC (stereo not given),1.4,-2,-0.1,1.6,-0.8,-1.4,-3,-3,-1.2,2,2.9
CC(OC(=O)[C@H](C)NC(=O)c1ccccc1Cl)C(=O)NCc1ccc2c(c1)OCO2 (stereo not given in full),1.4,-8,0.3,-0.4,0.7,-0.4,-2,1,-0.2,-3,-2.8
Cn1nc(C(=O)OCC(=O)Nc2sccc2C(N)=O)c2ccccc2c1=O,-0.6,2,0.2,0.2,1.1,-2.1,0,3,-1.4,0,-0.5
NC(=O)c1cc([N+](=O)[O-])c(Cl)cc1NCc1ccccn1,0.2,6,-0.5,-2.4,0.2,-1.6,-1,0,2.4,0,3.0
O=C(Nc1ccccc1)c1cc(C2COCCN2C(=O)CCCc2ccccc2)on1 (stereo not given),0.4,-7,0.8,2.7,.,-1.3,-2,-3,-3.1,0,-0.2
Cc1cc(=O)[nH]c(SCc2nnnn2-c2ccc(Cl)cc2)n1,1.0,-6,-0.7,2.9,0.8,-1.4,-1,1,1.6,0,-0.8
Cc1ccc(CN(CC(=O)NCc2ccc3c(c2)OCO3)C(=O)c2csnn2)cc1,0.3,-5,-0.2,-1.6,-0.2,-1.3,-5,-1,1.0,1,3.7
COc1ccc(/C=C/C(=O)OCC(=O)Nc2c(C)cccc2C)cc1,0.5,0,-0.1,3.0,0.8,-1.3,1,0,-0.9,2,-0.3
CS(=O)(=O)N(CC(=O)Nc1cccc(Cl)c1)c1ccccc1Cl,-1.5,5,-0.7,-0.7,1.7,-1.6,1,-1,2.1,-8,0.1
O=c1oc2ccccc2c2c1ncn2CCN1CCOCC1,-0.5,-4,1.1,0.7,-0.2,-1.2,-2,-2,0.3,-3,3.2
Cc1cccc(CN2C(=O)/C(=C\c3ccc(C(=O)NCCCN4CCN(C)CC4)cc3)Oc3ccccc32)c1,2.2,i,-1.6,-0.9,-0.9,-1.4,-254,8.5*,0.1,-5,2.3
O=c1[nH]c(=O)n(Cc2ccccc2)c2nc(-c3ccc(C(F)(F)F)cc3)n(CCO)c12,-0.7,-39,0.0,0.3,0.5,-1.4,-12,-4,-1.7,-7,0.9
Cc1cc(=O)oc2c(CN3CCCC3)c(O)ccc12,1.2,i,1.1,-2.5,3.1,-1.2,i,-4,-1.4,6,1.0
N/C(=N\OC(=O)CCCCCN1C(=O)c2ccccc2C1=O)c1ccccc1,0.0,4,1.9,1.6,0.1,-1.0,0,6,1.5,-7,2.7
COc1ccc(/C=N/NC(=S)NC2CCS(=O)(=O)C2)cc1 (stereo not given),-0.1,-2,-0.5,-0.8,0.0,-0.9,0,-3,-2.5,0,0.4
# Other entries.
SMILES,PG9 Ab binder,ADAM10 inh,DAX1 inh-1,hgDAF12 agonist,DAX1 inh-2,ssDAF-12 act,ADAM17 inh,SMARCA2 activ,hcDAF-12 act,GC-A act,GAA850 FXN act
O=C(CCN1C(=O)C2CC=CCC2C1=O)Nc1ccccc1Cl (stereo not given),0.1,3,1.0,-0.7,0.8,-0.8,2,-1,2.0,6,-1.7
COC(=O)C[C@@H]1OC[C@H](CO)N1S(=O)(=O)c1ccc(C)cc1,0.9,2,0.1,-0.9,.,-1.3,-1,6,-1.6,5,.
CN(C(=O)COC(=O)c1c[nH]c(=O)[nH]c1=O)C1CCCCC1,0.2,-12,0.3,-1.9,0.7,-1.2,2,3,-2.1,2,-0.6
CC1(C(=O)Nc2ccc3c(c2)OCCO3)CSCC(=O)N1C1CC1 (stereo not given),-2.1,-8,-0.3,2.0,.,-0.4,2,-1,-1.4,5,.
CCCSc1nc2cc(C)c(C)cc2n1CC(O)CO (stereo not given),-1.9,-7,0.0,3.8,-0.6,-1.1,-1,0,-0.1,1,1.8
COc1cccc(C(=O)Nc2ccc3c(c2)n(C)c(=O)n3C)c1,-1.3,3,-0.5,-1.3,1.0,-1.1,2,4,0.7,0,-0.3
CCOCC(=O)Nc1cc([N+](=O)[O-])ccc1OC,-0.7,-6,-1.1,-1.7,0.9,-0.8,3,-3,2.5,2,-2.0
C[C@@H]1CN([C@H](C)CO)C(=O)CCCn2nncc2CO[C@H]1CN(C)S(=O)(=O)c1ccc(F)cc1,-0.7,-28,1.3,-0.1,0.4,-0.4,-1,-4,0.0,0,0.4
Cc1sc2ncnc(NCC(c3ccco3)N(C)C)c2c1C (stereo not given),-1.3,1,0.3,-2.2,-0.4,-0.6,-1,-1,-1.3,-6,-1.2
